TEAD-YAP block – TEAD-YAP interaction inhibition | HEK-TIYL cells, TEAD-Gal4/YAP UAS-luciferase luminescence | inhibition, % at 9.12 µM | 1.4% of 640,000 active | AID 1259422; in the data active = inhibition above about 32%;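 also: 0% = median of test compound wells and 100% = reference inhibitor wells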
GPR151 activ – human GPR151 activation; Q8TDV0; PathHunter beta-arrestin GPR151 cells, luminescence; activation, % at 11.2 µM; 1% of 650,000 active; in the data active = activation above about 4.9%;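 also: 0% = median of compound wells and 100% = cells with positive control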
Target sequence (Q8TDV0 whole entry, looked up): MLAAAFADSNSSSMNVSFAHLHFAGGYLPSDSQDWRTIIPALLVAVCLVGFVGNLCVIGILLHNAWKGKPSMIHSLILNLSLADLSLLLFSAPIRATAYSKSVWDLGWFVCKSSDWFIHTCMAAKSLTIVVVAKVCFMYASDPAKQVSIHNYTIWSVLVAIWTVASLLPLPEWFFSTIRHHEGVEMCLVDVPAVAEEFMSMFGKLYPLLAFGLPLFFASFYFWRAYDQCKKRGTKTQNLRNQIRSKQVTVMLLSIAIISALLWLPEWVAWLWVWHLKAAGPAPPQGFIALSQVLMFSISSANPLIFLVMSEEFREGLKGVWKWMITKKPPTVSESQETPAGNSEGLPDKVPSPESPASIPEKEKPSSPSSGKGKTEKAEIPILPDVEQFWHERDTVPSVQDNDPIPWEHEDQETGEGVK
FBW7 act – human FBW7 E3 ligase activation, primary screen; Q969H0; AlphaScreen FBW7–phospho-cyclin E peptide binding, activator screen; normalized activity (activation), % at 26.1 µM; 0.13% of 650,000 active; AID 1259310; in the data active = normalized activity above about 1.9%;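 also: purified mutant Fbw7 with reduced substrate affinity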
Target sequence (Q969H0 whole entry, looked up): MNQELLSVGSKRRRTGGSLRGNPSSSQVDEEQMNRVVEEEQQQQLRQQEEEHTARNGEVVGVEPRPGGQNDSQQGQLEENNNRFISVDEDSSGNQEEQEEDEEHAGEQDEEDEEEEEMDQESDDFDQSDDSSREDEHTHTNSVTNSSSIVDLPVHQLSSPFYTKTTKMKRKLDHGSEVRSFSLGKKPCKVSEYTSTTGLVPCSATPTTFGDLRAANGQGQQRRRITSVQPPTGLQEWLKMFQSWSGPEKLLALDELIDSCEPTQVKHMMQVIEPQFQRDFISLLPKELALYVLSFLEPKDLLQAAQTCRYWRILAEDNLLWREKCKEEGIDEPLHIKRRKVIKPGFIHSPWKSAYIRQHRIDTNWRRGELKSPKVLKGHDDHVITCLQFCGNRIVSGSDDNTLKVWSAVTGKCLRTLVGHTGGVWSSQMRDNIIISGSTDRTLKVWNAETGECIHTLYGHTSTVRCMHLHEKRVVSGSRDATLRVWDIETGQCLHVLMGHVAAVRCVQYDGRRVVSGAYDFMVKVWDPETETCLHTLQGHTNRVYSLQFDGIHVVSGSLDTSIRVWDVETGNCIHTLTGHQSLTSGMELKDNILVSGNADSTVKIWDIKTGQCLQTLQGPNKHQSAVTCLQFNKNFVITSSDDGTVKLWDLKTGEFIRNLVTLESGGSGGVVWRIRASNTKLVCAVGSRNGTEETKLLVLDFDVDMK
MITF inh – blocks human microphthalmia-associated transcription factor; AlphaScreen MITF homodimerization, bead proximity signal; inhibition, % at 2.6 µM; 0.91% of 650,000 active; AID 1259374; in the data active = inhibition above about 50%;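 also: 0% = vehicle wells with protein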
An asterisk follows results filed as active. Rows were taken by chance; overall some 3.4% were active at least once.

nr | structure | TEAD-YAP block | GPR151 activ | FBW7 act | MITF inh
1 | CC(C)CC(=O)NCC(c1cccs1)S(=O)(=O)c1ccc(F)cc1 (centres undefined) | -8 | 0.9 | -0.2 | 7
2 | CC(C)c1ccc(NC(=O)C2C3C=CC4(O3)C2C(=O)N(Cc2ccccc2F)C4C(=O)NC2CCCC(C)C2C)cc1 (centres undefined) | 0 | -0.9 | 0.2 | -1
3 | O=C(CN(Cc1ccco1)C(=O)CCC(=O)Nc1ccccn1)NCc1ccccc1 | -1 | -0.6 | -0.1 | 5
4 | FC(F)(F)c1cccc(-n2cc(-c3ccccc3)c3c(NC4CCCC4)ncnc32)c1 | -4 | 1.0 | 0.2 | 13
5 | O=C(Cc1ccccc1[N+](=O)[O-])Nc1ccccc1Br | -7 | 4.9 | -0.1 | 10
6 | CC(C)Cn1c(SCC(=O)Nc2ccc([N+](=O)[O-])cc2C#N)nnc1-c1ccco1 | -2 | 3.4 | 0.2 | 4
7 | CCN(/N=C/c1cccnc1)c1cc(=O)n(C)c(=O)[nH]1 | -1 | 0.1 | -0.2 | 21
8 | CCCCN(CCCC)S(=O)(=O)c1ccc(NC(=O)c2ccc(NC(C)=O)cc2)cc1 | 16 | 1.0 | 0.2 | -15
9 | CCC(C)(C)NC(=O)C(c1ccc(C)o1)N(C(=O)c1csnn1)C1CCCC1 (centres undefined) | -1 | -0.2 | -0.1 | 4
10 | CC(=O)N1CCN(Cc2ccc3c(c2)CN(Cc2cc4ccccc4s2)CCO3)CC1 | 7 | 0.1 | 0.1 | 11
11 | CCOc1ccccc1NC(=O)C(=O)NCCC1CCCCC1 | 6 | 2.9 | 0.0 | 11
12 | O=[N+]([O-])c1cc(SCc2ccccc2)c2c(Cl)nsc2c1 | 2 | -0.4 | 0.0 | -6
13 | COc1cc2c(cc1OC)C(c1ccc(C)cc1)NC(=O)C2 (centres undefined) | -1 | 0.6 | -0.1 | -1
14 | CCOC(=O)CC(=O)CSc1nc(-c2cccnc2)cc(C)c1C#N | -1 | -0.3 | -0.2 | 0
15 | CN1CCc2cc3c(c4c2C1CC41CCC(=NO)CC1)OCO3 (centres undefined) | 2 | 1.1 | 0.1 | -19
16 | O=C1CC(C(=O)NCC2Cc3cccc(-c4cncnc4)c3O2)c2ccccc21 (centres undefined) | 0 | -0.7 | 0.2 | 10
17 | CC1=C(C(=O)Nc2ccccc2C)C(c2ccc3c4c(cccc24)CC3)NC(=S)N1 (centres undefined) | 12 | -0.4 | 0.0 | 8
18 | Cn1c(=O)c2c(nc(Oc3ccc(Cl)cc3C3CCCCC3)n2Cc2cccc(Cl)c2)n(C)c1=O | -9 | 0.0 | -0.1 | -3
19 | CC1(C)NC(=O)N(CCCSc2ccc(Cl)cc2)C1=O | -4 | 0.5 | 1.1 | 16
20 | COc1cccc(-n2c(=O)c3c(n4cnnc24)-c2ccccc2CC32CCCCC2)c1 | 3 | 0.0 | 0.0 | 10
21 | CCOC(=O)N1CCN(S(=O)(=O)c2ccc(C(=O)Nc3ccccc3-c3nc4ccccc4s3)cc2)CC1 | -1 | -0.5 | 0.2 | 16
22 | O=C1CSC(c2ccc3c(c2)OCO3)N1CCN1CCCCC1 (centres undefined) | -3 | 2.6 | 0.1 | -10
23 | CCCOc1ccc(NC(=O)C2CC(=O)N(c3ccc(F)cc3)C(=NCCc3ccc4c(c3)OCO4)S2)cc1 (centres undefined) | -11 | -0.4 | -0.3 | -15
24 | C=CCOC(=O)C1=C(C)NC(SCC(=O)Nc2ccc(C)c(Cl)c2)=C(C#N)C1c1cccs1 (centres undefined) | 4 | 1.2 | 0.1 | -4
25 | CC1CCCN(C(=O)c2ccc(Br)o2)C1 (centres undefined) | -3 | -0.1 | 1.2 | 12

The listing continues:
nr | structure | TEAD-YAP block | GPR151 activ | FBW7 act | MITF inh
26 | Cc1ncc(CO)c2cc(C(N)=O)c(=Nc3ccc(Cl)c(Cl)c3)oc12 | 2 | 1.3 | 0.0 | -3
27 | Cc1cc(NCc2ccccc2)nc(Nc2ccccc2)n1 | -14 | 1.1 | 0.4 | 16
28 | CSc1nnc2c(n1)OC1(CCCC1)Nc1ccccc1-2 | 2 | 1.2 | -0.2 | 5
29 | CCCOc1ccc(/C(O)=C2/C(=O)C(=O)N(CCN3CCOCC3)C2c2ccc(F)cc2)cc1C (centres undefined) | -9 | -0.4 | 0.3 | -2
30 | COC(=O)N1CCN(c2ccccc2OC)CC1 | -3 | -0.2 | 0.1 | 6
31 | N#Cc1ccc(Oc2ccc(NC(=O)c3ccco3)cc2)cc1 | 3 | -1.1 | 0.2 | 8
32 | COc1ccc(S(=O)(=O)N2CC=C[C@@H]2C(=O)NC2CCCCC2)cc1 | 4 | 0.7 | 0.7 | 3
33 | COc1ccccc1NC(=O)c1c(F)cccc1F | 3 | -0.8 | 0.0 | 5
34 | COc1ccc(/C=C(/NC(=O)c2ccc(C(C)(C)C)cc2)C(=O)NCCCO)cc1 | -1 | -2.2 | -0.2 | -5
35 | NS(=O)(=O)c1ccc(NC(=O)c2ccccc2F)cc1 | -5 | -0.8 | 0.1 | 6
36 | CCOC(=O)c1c(NC(=O)c2cccs2)sc(C)c1C | 0 | -0.8 | 0.1 | 10
37 | CCOc1cccc(C2CC(=O)NC3=C2C(=O)CC(c2cc(OC)ccc2OC)C3)c1 (centres undefined) | -7 | -1.0 | -0.3 | -11
38 | CCC(C)(C)NC(=O)CN(Cc1ccco1)C(=O)CNS(=O)(=O)c1ccccc1 | -4 | -0.3 | -0.2 | 4
39 | CCOC(=O)c1c(C)[nH]c(N=Nc2cc(C(=O)O)cc(C(=O)O)c2)c1C | 6 | -1.6 | 0.0 | 18
40 | COc1ccc(O)c(CN2CCCC(N3CCN(c4ccccc4)CC3)C2)c1 (centres undefined) | 9 | -2.6 | -0.1 | 5
41 | CCC(CC)C(=O)N1CCN(c2ccc(Nc3ccncc3)nn2)CC1 | -7 | 0.8 | -0.1 | 1
42 | CCC1(C)CC(CCN(Cc2ccccc2)C(C)=O)(c2ccc(OC)cc2)CCO1 (centres undefined) | 10 | 2.1 | -0.1 | 6
43 | O=C(CCC1(Cc2ccccc2)CCC(=O)N1)NC1CCCc2ccccc21 (centres undefined) | -53 | -1.7 | 0.3 | 11
44 | NCCCC[C@@H]1NC(=O)[C@@H]2C[C@H](NC(=O)Nc3ccc(F)cc3)CN2C1=O | 7 | -1.2 | 0.8 | 10
45 | COCCNC(=O)Cn1nc2c3c(C)c(C)sc3nc(C)n2c1=O | -4 | 0.8 | 0.3 | 16
46 | O=C(CNC(=O)c1ccc(Cl)cc1)OCC(=O)N1CCN(C(=O)c2ccco2)CC1 | 5 | 1.0 | -0.3 | -1
47 | OC1CCN(c2cc(-c3cncc(-c4cccs4)c3)nc(-c3ccccc3)n2)CC1 | 2 | 0.0 | 0.1 | -64
48 | CCC(=O)N1c2ccccc2-c2nnc(SC)nc2OC1c1cccc(Cl)c1 (centres undefined) | 8 | 0.1 | 0.0 | -4
49 | Cc1cc(C)cc(NC(=O)COC(=O)c2cc[n+]([O-])cc2)c1 | 1 | -0.4 | 0.1 | -5
50 | COc1ccc(NC(=O)CSc2ccc3nnc(-c4ccncc4)n3n2)c(OC)c1 | -1 | -0.2 | 0.4 | 1

(further entries)
nr | structure | TEAD-YAP block | GPR151 activ | FBW7 act | MITF inh
51 | O=C(/C=C/c1ccco1)NC(=S)Nc1ccccc1F | -21 | 2.1 | -0.1 | 19
52 | Cc1csc(=N)n1CC(=O)NCc1ccccc1 | 6 | -2.2 | 0.2 | 11
53 | CCCNc1nc(OC)nc(-c2ccc(OC)nc2)n1 | -17 | -1.0 | 0.1 | 20
54 | Cc1ccc(C2NC(=O)c3c(sc4c3CCN(C)C4)N2)c(O)c1 (centres undefined) | -2 | 0.7 | -0.1 | 8
55 | CCCCNC(=S)NNC(=O)c1ccncc1 | -1 | 0.2 | 0.3 | 16
56 | CC(C)(C)NS(=O)(=O)c1ccc(NC(=O)C(C)(C)C)cc1 | 13 | 1.4 | -0.3 | -3
57 | OCCC1CN(Cc2cccn2-c2cccnc2)CCN1CCc1ccccc1 (centres undefined) | 8 | -0.1 | -0.1 | 0
58 | COC(=O)c1ccc(NC(=O)C2CC(=O)N(C)C(=Nc3cc(Cl)ccc3Cl)S2)cc1 (centres undefined) | -8 | 1.5 | -0.2 | 7
59 | C/C(N)=C(/C#N)C(=O)CSc1nnc(-c2ccco2)o1 | -7 | -1.1 | 0.6 | 10
60 | Cc1ccccc1-n1nc2c(c1NC(=O)/C=C\c1ccc3c(c1)OCO3)CSC2 | 5 | 1.1 | -0.2 | 2
61 | Cc1ccc(S(=O)(=O)NCC(c2ccc(F)cc2)N2CCN(C)CC2)cc1 (centres undefined) | 5 | -0.4 | 0.4 | -4
62 | COc1cccc(N2C(=O)CC(Sc3nc(C)c4cc(C)c(C)cc4n3)C2=O)c1 (centres undefined) | -1 | -0.3 | 0.4 | 13
63 | O=C(CCCCC(=O)N/N=C/c1ccc(O)cc1)N/N=C\c1ccc(O)cc1 | 3 | 0.0 | 0.1 | -6
64 | CCOc1cc(/C=C2/C(=N)N3N=C(C(C)C)SC3=NC2=O)ccc1OCc1ccccc1Cl | 7 | 2.3 | -0.2 | 4
65 | CCc1cccc(NC(=O)CN(c2ccc(C)cc2)S(=O)(=O)c2c(C)nn(C)c2C)c1 | 8 | 0.8 | -0.5 | 1
66 | COc1ccc(Cl)cc1NC(=O)C(F)(F)F | 9 | -0.5 | 0.6 | 13
67 | CCCSc1nc2c(c(=O)[nH]1)C(c1ccc(C)o1)C1=C(CC(C)(C)CC1=O)N2 (centres undefined) | -3 | -0.8 | -0.1 | -3
68 | Cc1ccc(NC(=O)c2cc(S(=O)(=O)NC3CCCCCC3)ccc2F)cc1F | 5 | -0.5 | 0.2 | 17
69 | CC1=C(C(=O)Nc2ccccc2)C(c2cccs2)N2C(=O)CSC2=N1 (centres undefined) | -6 | 0.8 | -0.2 | 11
70 | O=C(CSCC(=O)Nc1ccc2c3c(cccc13)CC2)NCCc1ccccc1 | -12 | -1.5 | 0.0 | 1
71 | Cc1cccc(NC(=S)NN2CCN(C)CC2)c1 | -2 | -0.3 | 0.3 | 11
72 | CN(Cc1nccs1)C(=O)c1cccc(OC2CCN(C(=O)C3CC3)CC2)c1 | -5 | 0.4 | -0.1 | -11
73 | COc1ccccc1-c1nnc(NC(=O)CSc2nnc(N)s2)s1 | -2 | 1.3 | 0.0 | -15
74 | CCOC(=O)c1c(NC(=O)CSc2nnc(CNC(=O)c3cccc(C)c3)n2C)sc2c1CCCCC2 | -3 | 0.6 | 0.1 | -12
75 | Cc1[nH]nc(NCCc2ccccc2)c1[N+](=O)[O-] | -28 | 0.3 | 0.0 | -2

The final 4 compounds of the part before come first, to join the parts.
nr | structure | TEAD-YAP block | GPR151 activ | FBW7 act | MITF inh
72 | CN(Cc1nccs1)C(=O)c1cccc(OC2CCN(C(=O)C3CC3)CC2)c1 | -5 | 0.4 | -0.1 | -11
73 | COc1ccccc1-c1nnc(NC(=O)CSc2nnc(N)s2)s1 | -2 | 1.3 | 0.0 | -15
74 | CCOC(=O)c1c(NC(=O)CSc2nnc(CNC(=O)c3cccc(C)c3)n2C)sc2c1CCCCC2 | -3 | 0.6 | 0.1 | -12
75 | Cc1[nH]nc(NCCc2ccccc2)c1[N+](=O)[O-] | -28 | 0.3 | 0.0 | -2
76 | CCOC(=O)c1c(-c2ccccc2)oc2c1cc(OC(=O)c1ccccc1Br)c1ccccc12 | 12 | 0.3 | 0.0 | -1
77 | Cc1nc2ccc(Br)cc2c(-c2ccccc2)c1C1=NN(C(=O)CCC(=O)O)C(c2ccccc2F)C1 (centres undefined) | -12 | 2.5 | 0.0 | 3
78 | Nc1nonc1-c1noc(-c2cc(Br)ccc2OCc2ccccc2Cl)n1 | 16 | 0.0 | -0.1 | 1
79 | O=c1c(Cl)c2oc3cc(N4CCOCC4)ccc3nc-2c2ccccc12 | 19 | 0.3 | 0.0 | 21
80 | Cc1ccc(C2N(c3nccs3)C(=O)C3CCCN32)cc1 (centres undefined) | 6 | -0.2 | -0.1 | 9
81 | Cc1c2cnn(-c3ccccc3)c(=O)c2c(C)n1C(C)C(=O)NCCCOC(C)C (centres undefined) | -6 | 1.3 | -0.2 | -22
82 | N#CCN1C(=O)C(=O)/C(=C(/O)c2ccccc2)C1c1ccco1 (centres undefined) | -2 | 0.7 | 1.0 | 22
83 | Nc1cccc(-c2cnc3c(NCC4CC4)nccn23)c1 | 6 | 0.1 | 0.0 | 10
84 | O=c1oc(Cc2ccccc2)nc2scc(-c3ccccc3)c12 | -4 | 0.1 | -0.1 | -1
85 | CCCCN1C(=O)/C(=C(/C#N)C(=O)N2CCCC2)c2ccccc21 | -6 | -1.1 | 0.0 | -10
86 | CC(NC(=O)Nc1cccs1)c1ccccc1 (centres undefined) | 1 | 1.3 | 0.4 | 7
87 | COc1ccc(CC2(CCC(=O)N[C@@H](C)c3ccccc3)CCC(=O)N2)c2ccccc12 (some centres undefined) | 11 | 0.2 | 0.2 | 7
88 | Cc1ccc(S(=O)(=O)c2nc(-c3ccco3)oc2SCC(N)=O)cc1 | -8 | -0.9 | -0.1 | 4
89 | COc1ccccc1NC(=O)C1=C(C)Nc2nc(-c3cccs3)nn2C1c1ccccn1 (centres undefined) | -5 | -0.5 | 0.2 | 2

Quoted from the listing.
Reading for no. 78 in MITF inh: 1
Reading for no. 82 in MITF inh: 22
Reading for no. 81 in GPR151 activ: 1.3
Reading for no. 89 in GPR151 activ: -0.5
Reading for no. 76 in GPR151 activ: 0.3
Reading for no. 79 in MITF inh: 21
Reading for no. 85 in FBW7 act: 0.0

Entries above that have a tert-butyl group, in the order listed:
nr | structure | TEAD-YAP block | GPR151 activ | FBW7 act | MITF inh
34 | COc1ccc(/C=C(/NC(=O)c2ccc(C(C)(C)C)cc2)C(=O)NCCCO)cc1 | -1 | -2.2 | -0.2 | -5
56 | CC(C)(C)NS(=O)(=O)c1ccc(NC(=O)C(C)(C)C)cc1 | 13 | 1.4 | -0.3 | -3
